Growth percent in the NCI-60 one-dose screen (48 h, 10 µM unless noted): 100 = growth as untreated, 0 = no growth, -100 = all killed.
LOX IMVI = LOX IMVI melanoma; AID 1794757; 7.4% of 79,000 active
MALME-3M = MALME-3M melanoma. 5.8% of 78,000 active. AID 1794766
HS 578T = HS 578T breast cancer | 4.1% of 78,000 active | AID 1794788
BT-549 = BT-549 breast cancer | 4.4% of 78,000 active
UACC-62 = UACC-62 melanoma; AID 1794756; 5.4% of 81,000 active
UACC-257 = UACC-257 melanoma; 4.4% of 78,000 active
SK-MEL-2 = SK-MEL-2 melanoma | 4.7% of 77,000 active
T-47D = T-47D breast cancer. 5% of 79,000 active. AID 1794792
* marks the source's active call; other numbers are inactive results; / = no result given; & = joins results of further samples. Rule for the calls: active = growth percent below 10; inactive = the rest.

mol,LOX IMVI,MALME-3M,HS 578T,BT-549,UACC-62,UACC-257,SK-MEL-2,T-47D
COC(=O)/C(=C(/C)c1ccco1)P(=O)(OC)OC,97,108,102,103,83,85,103,110
CCN1CCN(c2ccccc2)CC1,104,109,89,/,98,98,122,105
N#Cc1ccc(O)cc1,/,97,104,112,108,97,/,101
CC(=O)OC1(c2ccccc2)CCN(C)CC1C(=O)c1ccccc1 (centres undefined),102,101,111,96,95,95,104,94
Cn1ncc(C(=O)O)c1NN=O,95,100,119,93,99,95,97,98
Cc1nn[nH]n1,96,111,106,106,106,114,122,108
CN(/C=C1/C[C@@]2(C)[C@@H](CC[C@@H]3[C@@H]2CC[C@@]2(C)[C@H]3CC[C@]2(C)O)CC1=O)c1ccccc1,97,100,110,96,100,108,99,80
COc1cc2c(cc1OC)[C@H]1CCCN1CC2,89,105,106,111,96,100,105,103
COc1ccc(CN2CCNCC2)c(OC)c1OC,96,91,110,122,98,106,112,105
O=P(CO)(CO)CO,105,113,103,100,98,110,91,103
CC(=O)c1cc2c(cc1C)C(C)(C)C(C)CC2(C)C (centres undefined),95,107,109,102,105,91,94,83
Fc1cccc(NCOOC2(OOCNc3cccc(F)c3)CCCCC2)c1,-69*,101,104,102,104,89,92,87
O=C(C(=O)N1CCCC1)c1cn(Cc2ccc(Cn3cc(C(=O)C(=O)N4CCCC4)c4ccccc43)cc2)c2ccccc12,92,93,83,82,53,79,72,88
Oc1ccc2c3c1O[C@H]1[C@@H](O)C=CC4(O)C(C2)N(CC2CC2)CCC314 (some centres undefined),96,104,106,98,93,108,99,95
N#Cc1c(N)nc2c(c1N)C(c1ccc(Br)cc1)c1ccc3ccccc3c1O2 (centres undefined),98,109,98,94,104,111,108,103
NC1C[C@H]1c1ccccc1 (some centres undefined),105,94,124,104,/,115,94,/
CCOC(=O)/C(C#N)=C/c1ccc(N(CCCl)CCCl)cc1,92,100,103,95,66,103,99,81
O=[N+]([O-])c1ccc([As](=O)(O)O)cc1,106&98,110&110,107,101&111,103&100,106&110,103&128,110&123
CCOc1c(Cl)cc(CNC(C)C(O)c2ccccc2)cc1OC (centres undefined),57,47,68,72,63,51,73,86
N=Cc1c(O)n(-c2ccccc2)c(=O)n(-c2ccccc2)c1=O,102,123,100,/,95,72,111,90
CC(=O)OC1CCC2C3C(C)CC4CC(=O)CCC4(C)C3CCC12C (centres undefined),90,125,47,/,65,91,101,117
NC(=O)Nc1nn[nH]n1,98,93,116,107,99,102,103,87
ClCCN(CCCl)c1ccc(CCNc2ccnc3cc(Cl)ccc23)cc1,76,77,103,60,69,67,78,50
CC[C@H](C)[C@H](NC(=O)[C@H]1CCCCN1C)C(=O)N(C)[C@H](C[C@@H](O)c1nc(C(=O)N[C@@H](Cc2ccccc2)C[C@H](C)C(=O)O)cs1)C(C)C,52,78,76,88,41,76,41,82
Cc1ccc(NC(=O)N2CC2)cc1NC(=O)N1CC1,76,102,200,103,75,104,121,99
COC(=O)C1=C(Nc2ccccc2)C(=O)OC12C(=O)Nc1ccc(Br)cc12 (centres undefined),92,112,102,103,84,101,102,102
C=CCOC(Cn1ccnc1)c1ccc(Cl)cc1Cl (centres undefined),90&89,94&107,98&92,109&111,97&93,91&110,97&140,86&101
O=C(Nc1cccc(F)c1)c1c(O)[nH]c(=S)[nH]c1=O,97,92,75,87,85,87,104,/
CCCN(N=O)C(=O)OCC,104,126,/,110,104,106,115,111
S=P(N1CCCCCC1)(N1CC1)N1CC1,103,90,122,102,98,106,98,95

(listing goes on)
mol,LOX IMVI,MALME-3M,HS 578T,BT-549,UACC-62,UACC-257,SK-MEL-2,T-47D
Cc1cc(C)c(CCl)cc1CCl,112,102,99,102,100,93,123,106
Cc1c([C@H](C)[C@@H]2NC[C@@H](C)C[C@H]2O)ccc2c1C[C@H]1[C@H]2CC=C2C[C@@H](O)CC[C@@]21C,81,72,82,72,81,91,101,77
CCCCCC(O)C1C(=O)OC(C)C(O)/C=C/C=C/C=C/C=C/C=C(\C)C(O)C(O)C(O)CC(O)CC(O)CC(O)CC(O)CC1O (centres undefined),97,115,95,/,95,107,19,110
CCCn1cc2c3c(cccc31)[C@H]1C[C@@H](C)CN(C)[C@@H]1C2,88,/,84,89,93,79,134,73
CNC(=O)Oc1c(Cl)cc([N+](=O)[O-])cc1[N+](=O)[O-],92,106,105,98,100,106,105,96
CCOC(=O)c1ccc(CCl)o1,95,88,104,112,97,95,106,93
CC1CC2(CO)C(CCC3C4CCC(O)C4(C)CCC32)CC1=O (centres undefined),99,86,104,98,110,104,103,95
N#CSCC1CC(O)(c2cn(C(=O)c3ccc(Cl)cc3)c3ccccc23)C(=O)O1 (centres undefined),93,97,99,87,88,112,98,99
NP(=O)(Oc1ccccc1)Oc1ccccc1,97,111,120,114,96,104,113,104
CCCCCCCCCCCCCCCC[As](CCCCCCCCCCCCCCCC)SCC1OC(OC(C)=O)C(OC(C)=O)C(OC(C)=O)C1OC(C)=O (centres undefined),93,/,111,104,106,109,/,71
O=[N+]([O-])c1ccc(N(CCO)CCO)c2c1no[n+]2[O-],-26*,-38*,-31*,-61*,-42*,12,-16*,-15*
[N-]=[N+]=NS(=O)(=O)c1ccccc1[N+](=O)[O-],98,/,93,102,104,101,97,105
CNC(=O)Oc1ccc(C(C)=O)cc1,114,103,97,103,100,100,107,120
CC(C)c1c(CN(C)C(C)Cc2ccccc2)n(C)n(-c2ccccc2)c1=O (centres undefined),71,86,/,70,39,76,/,67
Cc1c(C(=O)O)nnn1C1CC2CCC1C2 (centres undefined),99,107,88,100,99,88,107,83
O=[N+]([O-])/C=C\c1ccc(Cl)c(Cl)c1,-31*,-0.6*,17,5.0*,59,70,84,38
O=[N+]([O-])c1ccc(-c2ccccc2)c([As](=O)(O)O)c1,76,/,39,115,79,71,82,41
CCC(N)C(O)c1ccccc1 (centres undefined),98,113,107,106,104,/,95,122
CC(C)OP(=S)(OC(C)C)SC(=O)N(C)C,102,99,113,133,99,115,/,95
C[N+]1(C)CCCC1c1cccnc1 (centres undefined),100,92,89,85,102,97,112,96
Cc1cc(C(C(N)=O)c2ccccc2)ccc1N(CCCl)CCCl (centres undefined),97,133,124,105,111,108,101,108
O=C(N/N=C\c1ccc(N(CCCl)CCCl)cc1)c1cccnc1,81,/,98,84,64,98,87,75
O=C(Nc1ccc([N+](=O)[O-])cc1)C(Cl)(Cl)Cl,63,98,100,92,85,97,102,81
CN1CC2CC(C1)c1cccc(=O)n1C2 (centres undefined),105,114,107,103,101,96,106,96
N#Cc1ccccc1Cl,102,150,126,109,106,105,110,/
CNC(Cc1ccc(C)cc1)c1ccc(OC)cc1 (centres undefined),90,107,106,/,101,103,96,80
COC(=O)CCNCCCCCCN1CC1,97,104,100,106,103,105,107,99
CCOP(=O)(NC[C@H]1O[C@](O)(CO)[C@@H](O)[C@@H]1O)OCC,93,89,96,87,100,98,98,98
O=C(CCCN1CCC2(CC1)C(=O)NCN2c1ccc(F)cc1)c1ccc(F)cc1,106,95,133,97,91,104,85,102
CCCCOCCOC(=O)CCN1CC1,99,100,104,106,110,101,109,106

Rewritten field by field: three of the compounds above.
Molecule: Cc1c([C@H](C)[C@@H]2NC[C@@H](C)C[C@H]2O)ccc2c1C[C@H]1[C@H]2CC=C2C[C@@H](O)CC[C@@]21C
  LOX IMVI = 81 | MALME-3M = 72 | HS 578T = 82 | BT-549 = 72 | UACC-62 = 81 | UACC-257 = 91 | SK-MEL-2 = 101 | T-47D = 77
Molecule: CCCCCC(O)C1C(=O)OC(C)C(O)/C=C/C=C/C=C/C=C/C=C(\C)C(O)C(O)C(O)CC(O)CC(O)CC(O)CC(O)CC1O (centres undefined)
  LOX IMVI = 97 | MALME-3M = 115 | HS 578T = 95 | BT-549 = / | UACC-62 = 95 | UACC-257 = 107 | SK-MEL-2 = 19 | T-47D = 110
Molecule: CCCn1cc2c3c(cccc31)[C@H]1C[C@@H](C)CN(C)[C@@H]1C2
  LOX IMVI = 88 | MALME-3M = / | HS 578T = 84 | BT-549 = 89 | UACC-62 = 93 | UACC-257 = 79 | SK-MEL-2 = 134 | T-47D = 73

Next section.
Compound	LOX IMVI	MALME-3M	HS 578T	BT-549	UACC-62	UACC-257	SK-MEL-2	T-47D
CC(C)c1ccc(OC(=O)N(C)C)cc1	104	110	108	100	100	108	111	113
CN[C@@]1(c2ccccc2Cl)CCCC[C@H]1NCc1ccccc1	99	97	96	98	94	90	107	94
CCOP(=O)(CC(F)(F)C(F)(F)F)OCC	-64*	-70*	82	49	45	-31*	30	17
COc1cc(C=C2c3ccccc3C(=O)c3ccccc32)ccc1OCCCCOc1cc2c(cc1OC)C(=O)N1CCCC1C=N2 (centres undefined)	-100*	-29*	-26*	-40*	-90*	-73*	-80*	-30*
OCC(O)[C@H]1O[C@@H]2O[C@H](C(Cl)(Cl)Cl)O[C@@H]2[C@H]1O (some centres undefined)	98	96	112	98	95	102	107	111
c1ccc2c(c1)-c1ccccc1C1NC21 (centres undefined)	102	99	107	102	92	92	/	92
CCN(CC)CC#CCN(CC)CC	98	92	102	100	106	/	98	106
CC(=O)[C@H]1CC[C@H]2[C@@H]3C[C@H](O)[C@@H]4C[C@H](O)CC[C@]4(C)[C@H]3CC[C@]12C	103	106	/	126	102	105	129	106
Nc1nc(N)c(N)c(N)n1	98	101	102	99	96	109	/	93
ClCCN(CCCl)c1ccc(C=NCCc2c[nH]c3ccccc23)cc1	75	77	90	82	57	100	125	81
CC(C#N)N1CCN(c2ccccc2Cl)CC1 (centres undefined)	93	/	97	/	92	83	90	89
CC(CC(C)(C)C)C(=O)Cl (centres undefined)	97	108	90	62	104	104	104	/

Other records follow.
Compound	LOX IMVI	MALME-3M	HS 578T	BT-549	UACC-62	UACC-257	SK-MEL-2	T-47D
CCOC(=O)CCOc1ccccc1N(CCCl)CCCl	97	109	100	112	96	94	110	93
CC(C)N=C([Se])NC(=O)c1ccccc1	-37*	-25*	-2.5*	41	-35*	-36*	-40*	-35*
C[C@]12CCc3sc(Nc4ccc(F)cc4F)nc3C1=CC[C@@H]1[C@@H]2CC[C@]2(C)C(=O)CC[C@@H]12	-50*	70	55	60	68	72	76	49
O=C(Nc1ccc(O)cc1)C(Cl)(Cl)Cl	106	97	112	91	94	90	99	90
C[C@]12CC(C=O)=CC[C@@H]1CC[C@@H]1[C@@H]2CC[C@]2(C)[C@@H](O)CC[C@@H]12	96	108	108	88	107	114	103	103
Nc1ccc(CCCCc2ccc(Cl)c(S(=O)(=O)F)c2)c(Cl)c1	100	112	96	102	104	97	113	110
NC(=O)Nc1ncn[nH]1	99	100	112	108	101	106	105	101
CCN(CC)CC(O)c1ccccc1 (centres undefined)	111	112	114	/	109	108	137	106
CC1CC2(C)C(=CC1=O)CCC1C3CCC(C)(O)C3(C)CC(O)C12F (centres undefined)	101	98	150	/	92	126	94	113

Screening data from PubChem BioAssay.

This is a subset (hit frequency here may not be typical).
